# Screening results: PubChem, National Center for Advancing Translational Sciences (NCATS)
# Pin1 inhibitor – human Pin1 inhibition. Potency, µM (titrated, usually from 115 µM), for the others: at the highest dose activity, negative = inhibition, hits mostly inhibitors. Pin1 FP peptide displacement, HiFluor488, 10 min. actives 0.009% (n = 390,000); active means well fitted inhibition curve with a large enough effect in the polarisation, with a control signal flat, not every such curve was filed as active; inconclusive means small, poorly fitted or top-dose-only effect, or effect the other way, or a change in a side signal; inactive means no such curve, though single readings can be large or run the other way; the % refers to the polarisation; further: potency means the concentration at half of the fitted maximal effect; on the % scale 0 is the no-effect control and ±100 the full control effect
# Target sequence (Q13526 whole entry, looked up): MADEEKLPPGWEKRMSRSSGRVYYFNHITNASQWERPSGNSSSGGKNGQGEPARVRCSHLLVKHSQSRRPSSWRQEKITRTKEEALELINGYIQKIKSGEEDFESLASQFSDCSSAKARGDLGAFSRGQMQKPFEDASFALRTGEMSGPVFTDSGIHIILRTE
# D2 ag – agonists of human D2 dopamine receptor; P14416; activation, % at 2 µM; actives 0.53% (n = 340,000); AID 485358; HEK293 T-REx D2 cells, calcium flux agonist mode;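 active means activation over 3 SD above normal in the single-dose calcium agonist read, cut at about 30% in these data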; further: 0% is about no effect
#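 HEK293 Trex D2 cells, tetracycline-induced, o/n 30 C 5% CO2; no-wash Ca dye, RT 30–90 min; 10-cycle baseline, 23 nl cpd added, kinetic Ca read 180 s; agonist hits = positive Ca response.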
# TRHR PAM – allosteric enhancers of human TRH receptor; P34981; TRHR cells, fluo-8 calcium fluorescence, EC20 TRH enhancement; enhancement, % at 2 µM; actives 0.66% (n = 360,000); AID 493056; in the data active means enhancement above about 30%; further: 0% is about no effect
# Target sequence (P34981 whole entry, looked up): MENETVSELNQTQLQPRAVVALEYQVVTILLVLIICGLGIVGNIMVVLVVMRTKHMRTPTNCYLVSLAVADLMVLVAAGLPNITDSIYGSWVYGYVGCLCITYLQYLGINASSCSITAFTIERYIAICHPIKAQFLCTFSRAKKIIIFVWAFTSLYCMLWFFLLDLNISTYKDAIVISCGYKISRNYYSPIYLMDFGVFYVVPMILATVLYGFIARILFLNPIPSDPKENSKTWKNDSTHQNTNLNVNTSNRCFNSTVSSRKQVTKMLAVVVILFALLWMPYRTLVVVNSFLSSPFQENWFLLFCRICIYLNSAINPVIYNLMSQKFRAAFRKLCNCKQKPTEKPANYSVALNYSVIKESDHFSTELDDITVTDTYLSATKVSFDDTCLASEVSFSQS
#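 Enhancer read-out: after compound pinning and an initial kinetic agonist-mode read, an EC20 of TRH (10 nM final) was injected and fluo-8 calcium signal (Ex 480/Em 530) followed at 1 s/cycle for 100 cycles in TRHR-expressing cells.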
# USP1 inh – USP1/UAF1 (human) deubiquitinase inhibition. O94782. recombinant USP1/UAF1, Ub-Rhodamine cleavage fluorescence. Potency, µM (doses to about 57.1 µM), without a hit: top-dose activity change, negative = inhibition, usual class: inhibitors. actives 0.23% (n = 390,000); further: potency means the concentration at half of the fitted maximal effect; on the % scale 0 is the no-effect control and ±100 the full control effect; nearly all actives have a fitted effect of over 60% in size; inactives centre near -12
#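 Step one: compound is pinned into 1nM USP1/UAF1 in HEPES pH 7.8 buffer with TCEP. Step two: 15 min room-temperature incubation. Step three: Ub-Rho (150nM final) starts cleavage, tracked by fluorescence over six one-minute reads.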
# TrxR1 substrate – substrates of rat thioredoxin reductase 1. actives 0.01% (n = 390,000). O89049. purified TrxR1 substrate turnover, NADPH consumption readout. Potency, µM (series often up to 114 µM), for inactives: at the top dose activity change, negative = substrate turnover; further: potency means the concentration at half of the fitted maximal effect; on the % scale 0 is the no-effect control and ±100 the full control effect; nearly all actives have a fitted effect of over 50% in size
# Target sequence (O89049 whole entry, looked up): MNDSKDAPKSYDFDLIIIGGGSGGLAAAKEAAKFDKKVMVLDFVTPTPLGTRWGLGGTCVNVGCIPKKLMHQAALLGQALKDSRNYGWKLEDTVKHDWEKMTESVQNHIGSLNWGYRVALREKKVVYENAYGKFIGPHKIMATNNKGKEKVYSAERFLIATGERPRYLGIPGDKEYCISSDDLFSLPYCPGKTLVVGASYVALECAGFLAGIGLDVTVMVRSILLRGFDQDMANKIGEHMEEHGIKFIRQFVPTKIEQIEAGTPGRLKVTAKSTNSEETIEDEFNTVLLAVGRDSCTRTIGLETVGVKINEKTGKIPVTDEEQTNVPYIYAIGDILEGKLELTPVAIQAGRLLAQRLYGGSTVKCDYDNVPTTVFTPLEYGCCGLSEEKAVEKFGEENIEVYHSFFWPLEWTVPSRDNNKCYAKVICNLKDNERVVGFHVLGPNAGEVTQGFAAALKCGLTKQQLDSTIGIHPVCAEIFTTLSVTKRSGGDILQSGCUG
#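 Rat TrxR1, dispensed at 90 nM, was prereduced with 400 uM NADPH (final) for 5 min at ~22 deg C, then incubated with compound 15 min before 400 uM selenite. A first-read NADPH fluorescence drop versus no-compound background flagged substrates.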
# mIDH1 inhibitor – blocks human mutant IDH1 R132H enzyme; O75874; IDH1-R132H enzyme, NADPH consumption, diaphorase/resazurin fluorescence; Potency, µM (doses to about 76.6 µM), inactives show at the highest dose activity change, negative = inhibition, actives largely listed as inhibitors; actives 0.093% (n = 390,000); AID 602179; further: potency means the concentration at half of the fitted maximal effect; on the % scale 0 is the no-effect control and ±100 the full control effect; nearly all actives have a fitted effect of over 65% in size
#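 IDH1-R132H (0.5 ug/mL) preincubated 30 min with compound, then NADPH (0.016 mM) and alpha-KG (2 mM) added; 80 min at RT, pH 7.5. Remaining NADPH coupled via diaphorase/resazurin to fluorescence (540/590 nm); concentration-response curves normalized to no-enzyme control.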
# TRHR agonist – TRH receptor (human) agonism | actives 0.18% (n = 360,000) | activation, % at 2 µM | P34981 | TRHR cells, calcium flux fluo-8, FDSS agonist mode | AID 493084; in the data active means activation above about 30%; further: 0% is about no effect
#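 TRHR-expressing cells loaded with fluo-8 calcium dye; 23 nL library compound pin-transferred, kinetic FDSS fluorescence (Ex 480/Em 530) recorded about 180 s for agonist-induced calcium release, before a 10 nM TRH EC20 addition for potentiator mode.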
# TrxR1 inh – rat TrxR1 inhibition | O89049 | recombinant rTrxR1, NADPH fluorescence consumption, selenite substrate | Potency, µM (doses to about 114 µM), for the others: top-dose activity change, negative = inhibition, actives largely listed as inhibitors | actives 1% (n = 390,000) | AID 588453; further: potency means the concentration at half of the fitted maximal effect; on the % scale 0 is the no-effect control and ±100 the full control effect; nearly all actives have a fitted effect of over 65% in size
#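 Rat TrxR1 (90 nM in the dispensed reagent) was pre-reduced with 400 uM NADPH for 5 min at room temperature, then incubated with compound for 15 min. After 400 uM selenite was added, NADPH fluorescence (Ex 340/Em 450 nm) was followed for 8 min.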
# D2 antagonist – antagonizes the human D2 dopamine receptor | AID 485344 | inhibition, % at 10 µM | P14416 | actives 2% (n = 340,000) | HEK293 TREx D2 cells, calcium flux, dopamine EC80; in the data active means inhibition above about 30%; further: 0% is about no effect
#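 Tetracycline-induced HEK293 T-REx cells expressing D2 force-coupled to calcium signalling were dye-loaded, exposed to compound for 180 s, then challenged with an EC80 of dopamine; calcium flux was followed kinetically for a further 180 s.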
# * = called active by the depositor; u = inconclusive; x = not tested or not shown; [ ] = another dose, or the depositor's remark. Unless noted, the call rests on the fitted dose curve; in most records, active means well fitted inhibition curve with a large enough effect; inconclusive means small, poorly fitted or top-dose-only effect; inactive means no such curve, though single readings can be large or run the other way.
SMILES,Pin1 inhibitor,D2 ag,TRHR PAM,USP1 inh,TrxR1 substrate,mIDH1 inhibitor,TRHR agonist,TrxR1 inh,D2 antagonist
CCOC(=O)N1CN(C(=O)OCC)CN(C(=O)OCC)C1,0%,-0.3,-7,-10%,6%[57.1 µM],-7%,1.2,3%[2.29 µM],-44
Cc1ccc(S(=O)(=O)Oc2ccc(/C=C(/NC(=O)c3ccccc3)C(=O)NCCC(=O)O)cc2)cc1,-9%,0.5,8,-3%,7%[57.1 µM],5%,-0.8,4%[57.1 µM],-1
CCCCCn1nc(C(=O)N(CC)c2c(N)n(CCCC)c(=O)[nH]c2=O)c2ccccc2c1=O,-1%,x,x,-3%,11%[57.1 µM],7%,x,16%[57.1 µM],x
COc1cc2cc(C(c3nnnn3C3CCCC3)N3CCc4ccccc43)c(=O)[nH]c2cc1OC (configuration not stated),39%[activator],0.2,6,-9%,2%,-4%,-0.2,1%,-2
COc1ccccc1CNS(=O)(=O)c1csc(C(N)=O)c1,0%,1.1,-2,-14%,5%,-1%,0.1,29%,-15
COC(=O)C1=CNC=C(C(=O)OC)C1c1ccc(Cl)cc1,-7%,0.2,2,-23%,409%[activator],-3%,0.4,56%[activator],2
Cc1ccc(NCc2nnc(SCC(=O)NCCc3ccccc3)n2C)cc1,-7%,-0.5,-6,-12%,-12%,9%,-0.6,-12%,-26
Cc1cc(C)c(S(C)(=O)=O)c(Oc2ccc(F)cc2)n1,-5%,0.0,-1,-11%,1%,4%,-0.6,13%,8
Cc1cccc(-n2ncc3c(NCCc4ccc(S(N)(=O)=O)cc4)ncnc32)c1,2%,-0.5,-6,3%,9%,14%,0.1,24%,20
Cc1nc2ccc(NC(=O)Cc3cccc(F)c3)cc2s1,1%,0.9,-1,-3%,-10%[57.1 µM],7%,-0.1,20%[57.1 µM],1
Cc1cc(C)nc(NC(=O)c2ccc(COc3ccccc3Cl)cc2)c1,7%,0.2,1,-14%,-2%,-8%,1.7,23%,-13
Cc1onc(-c2ccccc2Cl)c1C(=O)NCC1CCCO1 (configuration not stated),2%,-0.6,2,u,7%,4%,-2.6,23%,10
C=CCOc1ccc(S(C)(=O)=O)cc1,2%,0.6,-2,-25%,5%[57.1 µM],3%,-1.0,15%[57.1 µM],-8
Cc1cccc(C2=NOC(=O)/C2=C\c2ccccc2F)c1,8%,0.4,-6,-13%,-3%,2%,0.1,18%,19
COc1ccc(NC(=O)CCOc2ccccc2C)cc1S(=O)(=O)N1CCCCC1,-3%,0.5,7,-5%,-6%[57.1 µM],3%,0.4,16%,-10
O=C(Cn1cnc2ccccc21)NC(c1ccccc1)c1ccccc1,2%,0.0,1,-9%,6%[57.1 µM],2%,1.8,5%,-28
O=C1CC(c2ccco2)CC(O)=C1C=Nc1cc(Cl)cc(Cl)c1 (configuration not stated),1%,0.7,8,-9%,14%[57.1 µM],0%,0.3,u,-12
Cc1c(NC(=O)C(C)Sc2ccccc2)c(=O)n(-c2ccccc2)n1C (configuration not stated),1%,-1.7,-12,-11%,-9%,-1%,-0.6,-12%,-5
CCCC(=O)c1cc2c(cc1NC(=O)c1cccs1)OCCO2,-6%,0.9,4,-1%,5%,4%,2.3,8%,-2
NC(=S)Nc1ccc2cc[nH]c2c1,-10%,-0.9,0,-9%,-17%[57.1 µM],12%,-1.2,22%[57.1 µM],-14
COc1ccc(-c2nc3ccccn3c2/N=C/c2ccc(OC)c(OC)c2)cc1O,-6%,-0.8,-4,5%,64%[activator],2%,-0.1,-28%,-1
CCOc1ccccc1C1CC(=O)Nc2cc(OC)c(OC)cc21 (configuration not stated),-3%,0.1,-8,-4%,7%[57.1 µM],8%,-0.3,8%[57.1 µM],-15
COC(=O)[C@@]12CCCN1[C@H](c1ccc(-c3ccccc3)c(OC)c1)[C@H]1C(=O)N(C)C(=O)[C@H]12,-3%,x,x,-30%,3%[57.1 µM],4%,x,22%[57.1 µM],x
Cc1cccc(OCC(=O)N/N=C\c2cc3c(cc2[N+](=O)[O-])OCO3)c1C,0%,0.3,5,-15%,1%[57.1 µM],7%,0.1,15%[57.1 µM],-2
CCc1ccc(NC(=O)COC(=O)/C(=C/c2ccccc2OC)c2ccccc2)cc1,8%,0.4,0,-16%,-3%,-8%,0.9,19%,0

# Single records (already shown). Values in the order: Pin1 inhibitor, D2 ag, TRHR PAM, USP1 inh, TrxR1 substrate, mIDH1 inhibitor, TRHR agonist, TrxR1 inh, D2 antagonist
# CCCC(=O)c1cc2c(cc1NC(=O)c1cccs1)OCCO2 is listed as -6%, 0.9, 4, -1%, 5%, 4%, 2.3, 8%, -2
# Cc1cccc(OCC(=O)N/N=C\c2cc3c(cc2[N+](=O)[O-])OCO3)c1C is listed as 0%, 0.3, 5, -15%, 1%[57.1 µM], 7%, 0.1, 15%[57.1 µM], -2
# COc1ccc(NC(=O)CCOc2ccccc2C)cc1S(=O)(=O)N1CCCCC1 is listed as -3%, 0.5, 7, -5%, -6%[57.1 µM], 3%, 0.4, 16%, -10

# The results go on.
SMILES,Pin1 inhibitor,D2 ag,TRHR PAM,USP1 inh,TrxR1 substrate,mIDH1 inhibitor,TRHR agonist,TrxR1 inh,D2 antagonist
Cc1ccc(C(=O)Nc2ccc(Br)cc2)cc1S(=O)(=O)N1CCOCC1,-10%,0.6,-3,-26%,-8%[57.1 µM],2%,0.7,-1%[57.1 µM],x
CC(=O)N/C(=N\OCc1ccc(Br)cc1)c1nonc1NC(C)=O,4%,-1.4,-3,-2%,-6%,-2%,0.1,-13%,-10
Cc1cccc(NC(=O)CCn2ccnc2C)c1,-1%,-0.7,-1,-2%,13%[57.1 µM],-2%,-0.1,23%[57.1 µM],-16
COc1cc2c(cc1OC)CC(=O)NC=C2,-2%,-0.3,-3,-8%,3%[57.1 µM],-8%,-1.5,15%,-21
COc1cccc(CN(C)Cc2nc(C3CC3)no2)c1,-24%,x,-4,-1%,-7%,-2%,0.4,4%,x
CCSc1nnc(-c2ccc(S(=O)(=O)N3CCOCC3)cc2)n1C,-2%,2.3,0,-6%,31%[57.1 µM],5%,1.0,32%[activator][57.1 µM],-25
CN(CC(=O)N1CCN(c2ncccn2)CC1)S(=O)(=O)c1ccc(Cl)cc1,-4%,-0.2,-1,2%,8%[57.1 µM],5%,0.0,17%[57.1 µM],-2
CCN(CC)CCCNC(=O)Cc1ccc(NC(=O)N2CCCCc3ccccc32)cc1,-5%,x,4,-25%,6%[57.1 µM],5%,0.4,15%[57.1 µM],x
O=C(Nc1cccnc1)c1cc(-c2ccc(Cl)c(Cl)c2)on1,11%,0.7,10,-24%,-2%,-11%,1.0,7%,1
O=C(Nc1ccnn1C1CCN(CC2CC=CCC2)CC1)c1ccccc1 (configuration not stated),-3%,0.2,-4,-22%,9%,3%,0.3,27%,1
CSc1nnc(N2C(=O)C(O)=C(C(=O)c3ccco3)C2c2ccccc2F)s1 (configuration not stated),u,18,3,-5%,-8%,17%,23,7.9µM*,1
COc1cccc(-c2nnc(SCC(=O)OC(C)C)n2Cc2ccco2)c1,39%[activator],0.9,-8,-8%,-9%,-1%,-1.4,-1%[57.1 µM],11
OC1(c2cccnc2)CCN(Cc2nnnn2C2CCCCC2)CC1,-5%,3.0,2,-25%,10%[57.1 µM],11%,0.3,1%[11.4 µM],4
CCCC[n+]1ccn(-c2nc3ccccc3nc2[N-]S(=O)(=O)c2cccs2)c1,3%,-0.2,-2,-12%,30%,-1%,0.9,9%[57.1 µM],7
O=C(Nc1ccc(N2CCOCC2)cc1)c1ccccc1SCC(=O)N1CCCC1,10%,x,1,-25%,3%,6%,0.5,13%[57.1 µM],x
CCCn1c(C)cc(=O)c2cc(NC(=O)c3cnccn3)ccc21,12%,x,-3,1%,-9%[57.1 µM],3%,0.1,-11%[57.1 µM],x
C/C(=C/c1oc2ccc(O)cc2c1[N+](=O)[O-])N(C)C,u,0.2,0,-19%,-9%[57.1 µM],7%,-0.4,-48%,3
COc1cc(-c2cc(N3C(=O)Nc4ccccc4N3O)n[nH]2)cc(OC)c1OC,0%,0.4,5,-1%,-3%,6%,0.5,7%,-5
COc1ccc(N(CC(=O)N2CCN(c3cccc(C)c3)C(C)C2)S(=O)(=O)c2c(C)n[nH]c2C)cc1 (configuration not stated),-1%,-0.7,4,-24%,-4%,0%,0.0,9%,-3
Cc1cc(C)cc(NC(=O)C(Cc2ccccc2)NS(=O)(=O)c2ccc3c(c2)CCC(=O)N3)c1 (configuration not stated),1%,-1.1,14,-13%,2%,6%,0.0,23%,x
O=C(CSc1nc2ccccc2[nH]1)Nc1cc(C(F)(F)F)ccc1N1CCOCC1,-1%,0.5,-3,7%,-14%,10%,0.4,3%,-8
O=C(O)c1ccc2c3c(cccc13)C(=O)N(OS(=O)(=O)c1ccccc1)C2=O,-2%,0.8,10,-18%,-4%[57.1 µM],9%,1.7,-23%[57.1 µM],4
Cn1c(CC(=O)Nc2ccccc2Cl)nnc1SCC(=O)NC1CCCCC1,3%,x,1,-4%,1%[57.1 µM],1%,1.3,5%[57.1 µM],x
CN1C(=O)Cc2cc(S(=O)(=O)CCC(=O)N3CCN(c4ccc(Cl)cc4)CC3)ccc21,12%,-0.4,-6,-35%,5%[57.1 µM],10%,-0.6,10%[57.1 µM],x
Cc1cc(C(=O)OCC(=O)c2c(N)n(C)c(=O)n(C)c2=O)c(C)n1-c1ccccc1,2%,-0.1,14,-12%,14%[57.1 µM],-1%,1.8,22%[57.1 µM],5
COc1ccc(CNC(=O)C(OC(=O)c2cccs2)C(C)C)cc1 (configuration not stated),-4%,0.8,1,4%,-5%,-7%,-0.4,0%[57.1 µM],7
Fc1ccc2nc(N3CCCCC3)sc2c1,10%,-1.1,2,-10%,-2%,0%,0.1,8%,-14
CCCCCCCCS(=O)C1CS(=O)(=O)CC1O (configuration not stated),3%,0.3,-8,-12%,1%,2%,0.0,17%,3

# Not all compounds are listed; the hit share may differ from the screen's.
